# Screening data as filed in PubChem BioAssay.
# Nrf2 ARE act = activates Nrf2 signaling; AREc32 ARE-luciferase reporter (MCF7-derived line), luminescence, 24 h; Potency, µM (top dose mostly 46.1 µM), for the others: at the top dose activation, actives largely listed as activators; 410,000 compounds, 0.31% hits; AID 624171; note: potency is the fitted concentration of half-maximal effect; % of control where 0% means no effect; nearly all actives have a fitted effect of over 65% in size
#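 Cells of the AREc32 ARE-luciferase line are plated in OPTI-MEM containing 5% FBS and left overnight at 37 deg C. Compounds are pinned in, incubation continues 24 hr, and firefly luciferase signal is then measured.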
# CCT chaperon mod = cytosolic chaperonin activity modulation. activity change, % (no concentration beside the values), hits read low. 360,000 compounds, 0.3% hits. purified chaperonin ATPase assay, HTRF ADP detection, 30 min; in the data active = activity change below about -30%; note: % is set by controls: 0 for no effect and ±100 for the full control effect
#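 ATPase activity: ADP formed was measured by HTRF Transcreener (665/615 nm ratio) after 30 min at 37 deg C with 10 uM ATP. Compounds screened at one 76 uM concentration against 40 or 20 nM TRiC in Tris pH 7.4/KCl/MgCl2/DTT buffer.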
# A549 viability = kills or reduces viability of A549 cells in Nrf2 counter-screen | Potency, µM (series often up to 46 µM), inactives show at the top dose activity change, negative = cytotoxicity, usual class: inhibitors | A549 ARE-Fluc cells, CellTiter-Fluor viability, 18-24 h | 390,000 compounds, 0.16% hits; note: potency is the fitted concentration of half-maximal effect; % is set by controls: 0 for no effect and ±100 for the full control effect
#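 A549 ARE-Fluc cells in 5% FBS OPTI-MEM, 5000 cells/well, rested 2 h then exposed to compounds in concentration-response for 18-24 h at 37 °C. Viability by CellTiter-Fluor fluorescence (Ex 405/Em 525) after 30 min; luciferase luminescence (BugLite, 15 min, RT) read afterwards.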
# TGFb SMAD3 inh = inhibitors of TGF-b signaling. Potency, µM (highest dose often 46.1 µM), for inactives: top-dose activity, negative = inhibition, most hits filed as inhibitors. HepG2 CAGA-GFP TGF-b/SMAD3 reporter, GFP fluorescence, 18 h; TGF-beta stimulated, 500 pg/mL final. 410,000 compounds, 1.2% hits; note: potency is the fitted concentration of half-maximal effect; % is set by controls: 0 for no effect and ±100 for the full control effect; nearly all actives have a fitted effect of over 65% in size
#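 Inhibition of TGF-beta-driven CAGA-GFP reporter expression in HEPG2 cells is measured by cellular GFP fluorescence after 18 h stimulation with 500 pg/mL recombinant TGF-beta in 1% FBS medium at 37 degrees C.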
# Nrf2 block = blocks Nrf2 signaling. 360,000 compounds, 2.1% hits. A549 ARE-Fluc reporter, luciferase luminescence, 18-24 h. AID 504444. Potency, µM (top dose mostly 46 µM), inactives show at the highest dose activity change, negative = inhibition, hits mostly inhibitors; note: potency is the fitted concentration of half-maximal effect; % is set by controls: 0 for no effect and ±100 for the full control effect; nearly all actives have a fitted effect of over 60% in size
#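 A549 ARE_Fluc cells (5000/well, 5% FBS OPTI-MEM) pre-incubated 2 h, then treated with compounds 18-24 h at 37C/5% CO2 in concentration-response. CellTiter-Fluor viability read first; BugLite luciferase luminescence after 15 min at room temperature gives Nrf2 activity.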
# EPAC2 antag = EPAC2 (human) antagonism; EPAC2 GEF exchange of Rap1B-BODIPY-GDP, fluorescence; Potency, µM (doses to about 114 µM), for inactives: top-dose activity, negative = inhibition, actives largely listed as inhibitors; 360,000 compounds, 0.18% hits; note: potency is the fitted concentration of half-maximal effect; % is set by controls: 0 for no effect and ±100 for the full control effect; nearly all actives have a fitted effect of over 45% in size; many of its hits are not listed in these tables
# Target sequence (Q8WZA2 whole entry, looked up): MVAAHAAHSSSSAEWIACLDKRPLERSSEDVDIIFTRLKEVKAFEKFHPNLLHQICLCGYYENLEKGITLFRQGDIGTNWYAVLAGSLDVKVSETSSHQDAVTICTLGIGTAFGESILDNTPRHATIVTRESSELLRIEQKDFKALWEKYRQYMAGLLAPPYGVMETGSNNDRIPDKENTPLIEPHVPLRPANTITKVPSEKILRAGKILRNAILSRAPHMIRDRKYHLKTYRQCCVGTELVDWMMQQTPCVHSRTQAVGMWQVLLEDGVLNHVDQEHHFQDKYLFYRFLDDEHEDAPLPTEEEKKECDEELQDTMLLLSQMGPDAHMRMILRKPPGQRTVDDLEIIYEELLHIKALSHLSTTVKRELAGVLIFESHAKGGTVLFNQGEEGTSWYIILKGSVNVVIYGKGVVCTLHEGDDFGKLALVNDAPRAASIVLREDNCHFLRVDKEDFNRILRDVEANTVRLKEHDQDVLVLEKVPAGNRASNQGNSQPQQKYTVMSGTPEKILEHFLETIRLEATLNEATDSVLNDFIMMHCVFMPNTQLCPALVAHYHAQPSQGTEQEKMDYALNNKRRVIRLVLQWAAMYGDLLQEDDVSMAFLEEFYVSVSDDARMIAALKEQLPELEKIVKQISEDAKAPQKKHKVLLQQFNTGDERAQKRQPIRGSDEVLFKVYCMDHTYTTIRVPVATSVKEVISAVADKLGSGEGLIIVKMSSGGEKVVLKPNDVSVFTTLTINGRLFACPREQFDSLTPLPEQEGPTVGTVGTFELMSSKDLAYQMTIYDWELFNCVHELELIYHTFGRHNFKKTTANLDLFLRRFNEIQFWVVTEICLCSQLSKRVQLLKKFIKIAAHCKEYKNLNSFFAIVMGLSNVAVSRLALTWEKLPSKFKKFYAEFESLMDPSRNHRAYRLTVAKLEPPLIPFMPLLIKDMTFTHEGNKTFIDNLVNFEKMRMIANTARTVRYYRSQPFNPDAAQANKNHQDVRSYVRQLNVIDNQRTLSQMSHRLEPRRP
# pAkt inh = Akt phosphorylation inhibition; Neuro2A IGF-stimulated pAkt S473 HTRF, 20 min; stronger effect = lower value; activity change, % for hits at 50 µM; 360,000 compounds, 0.32% hits; AID 651550; in the data active = activity change below about -80%; inconclusive = mostly about -51% to -80%; note: % is set by controls: 0 for no effect and ±100 for the full control effect
#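 Neuro2A cells (4,500/well, DMEM with 0.5% FBS) were treated with compound at a single 50 µM final concentration, stimulated with 6 nM IGF for 20 min at 37 °C, and lysed. Phospho-Akt Ser473 was read by HTRF as 665/615 ratio ×10^4.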
# EPAC2 agonist = activates human EPAC2 exchange factor. Q8WZA2. EPAC2 activation, biochemical qHTS; response scale: 100% = 6.5 mM cAMP response. Potency, µM (top dose mostly 154 µM), for the others: at the top dose activation, most hits filed as activators. 360,000 compounds, 0.079% hits; note: potency is the fitted concentration of half-maximal effect; nearly all actives have a fitted effect of over 50% in size
#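 Fluorescence exchange assay: 100 nM EPAC2 with 250 nM RAP1B-BODIPY-GDP and 50 uM GDP; compounds tested as a concentration-titration series (qHTS). Loss of Rap1-bound BODIPY-GDP fluorescence read at 480/540 nm; data normalized to 6.5 mM cAMP.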
# MmCpn inh = inhibitors of Methanococcus maripaludis chaperonin (MmCpn); AID 504842; Potency, µM (titrated, usually from 76.9 µM), inactives show at the highest dose activity, negative = inhibition, actives largely listed as inhibitors; purified Mm-Cpn ATPase, ADP Transcreener TR-FRET; 330,000 compounds, 0.031% hits; note: potency is the fitted concentration of half-maximal effect; % is set by controls: 0 for no effect and ±100 for the full control effect; nearly all actives have a fitted effect of over 80% in size
#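 ATP (10 uM final) was added to archaeal chaperonin (25 nM final) after 10 min exposure to test compound at 37°C; after 30 min further incubation, ADP was detected by competitive TR-FRET.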
# * marks the source's active call; other numbers are inactive results; i = inactive; ? = inconclusive; . = not tested or not shown; [ ] = remark or other dose. Unless noted, calls come from the whole dose curve; as a rule, active = well fitted curve in the direction sought with a large enough effect; inconclusive = small, poorly fitted or top-dose-only effect, or another doubt; inactive = no such curve, though single readings can be large; an effect the other way counts as inactive or inconclusive. The list is partial. The share of hits here may be higher or lower than overall.
SMILES,Nrf2 ARE act,CCT chaperon mod,A549 viability,TGFb SMAD3 inh,Nrf2 block,EPAC2 antag,pAkt inh,EPAC2 agonist,MmCpn inh
COc1ccc(N2C(=O)CSC2c2ccc3c(c2)OCO3)c(OC)c1 (stereo not given),-0.3%,-0.2,-9%,-4%,-14%,?,i,-1%,0%
Cc1ccc(N2C(=O)CC(C)CC2=O)cc1,0.1%,-3.0,0%,12%,0%,-1%,i,8%,1%
CCOC(=O)C1=CNS(=O)(=O)NC1c1ccc(C(=O)OC)cc1 (stereo not given),-0.4%,-2.0,3%,-2%,5%,11%,i,9%,0%
COC(=O)C1=CN(c2cc(C)cc(C)c2)C=C(C(=O)OC)C1c1ccc(OC)c(O)c1,4.5%,-1.9,-6%,?,-23%,?,i,2%,1%
O=C(c1ccc(F)cc1)N1CCN(c2ccc([N+](=O)[O-])c(N3CCCCC3)c2)CC1,-0.8%,-3.2,-2%,?,8%,-1%,i,15%,1%
CCOC(=O)c1nn(-c2ccccc2)c2nnc(Cc3ccccc3)c(=O)n12,0.1%,-0.8,2%,18%,11%,-20%,i,10%,-1%
Cc1cc(NS(=O)(=O)c2ccc(NC(=O)c3ccc([N+](=O)[O-])c(Cl)c3)cc2)no1,?,-8.7,6%,-28%,6%,-7%,i,9%,-5%
CC(C)(C)c1ccc(-c2n[nH]c(=S)n2Cc2ccccc2)cc1,2.5%,-0.3,-3%,?,?,3%,i,-6%,-7%
CCOC(=O)C1(C(=O)OCC)C(C(=O)c2ccccc2)C1c1ccccc1 (stereo not given),5.3%,-2.0,0%,-16%,5%,?,i,12%,.
CCCCNC(=O)C1CCCN1C(=O)NC1CCCCC1 (stereo not given),0.1%,-1.5,14%,-7%,6%,0%,i,-4%,1%
Cc1cc(C(=O)Nc2ccc(F)cc2C)n(-c2ccccc2)n1,-0.2%,-1.4,19%,22%,?,-10%,i,4%,-2%
CCOC(=O)c1c(NC(C)=O)sc2c(O)cccc12,0.2%,-0.6,-8%,2%,-19%,11%,.,-2%,-4%
COc1ccc(N=C/C=C2\C=C(c3ccccc3)OC(C)(C)O2)cc1,2.4%,-3.3,0%,-3%,7%,-9%,i,12%,0%
CC1CC(C)CN(C(=O)c2ccncc2)C1 (stereo not given),-0.2%,-38*,-1%,13%,-18%,1%,i,2%,0%
CC1CCCC(NC(=O)COC(=O)c2ccc3ncsc3c2)C1C (stereo not given),-0.5%,1.6,2%,-13%,?,4%,i,-5%,1%
O=C(O)c1cccnc1SCc1cn2cc(Cl)ccc2n1,-0.2%,0.2,0%,20%,-14%,-1%,i,-4%,0%
CN(C)C=Nc1c(C(=O)c2ccccc2)sc2nccc(N(C)C)c12,-0.1%,-2.4,-13%,16%,-9%,-6%,i,5%,-3%
CC(C)OCCCNC(=O)c1cn(C)c2ccc(S(=O)(=O)N3CCCCCC3)cc2c1=O,-0.6%,.,?,-1%,?,.,.,.,.
Cc1ccccc1C(=O)c1cccn1CC(=O)NCCCN1CCCCC1,-0.6%,0.0,-2%,0%,16%,-6%,i,2%,0%
CC1CCN(CCCCOc2ccc(C(=O)c3ccccc3)cc2)CC1,-0.2%,-1.6,-12%,?,-2%,-7%,i,-2%,3%
O=[N+]([O-])c1ccc(-c2csc3[n+]2CCS3)cc1,0.6%,-1.0,-17%,-5%,?,1%[57.1 µM],i,8%,-1%
CCc1cc2cc3c(cc2nc1SCC(=O)Nc1cc(C)on1)OCO3,-0.3%,-0.8,-3%,-2%,-9%,-1%,i,-16%,-16%
CC1(C)S[C@@H]2[C@H](NC(=O)C(NC(=O)N3CCNC3=O)c3ccccc3)C(=O)N2[C@H]1C(=O)O (stereo not given in full),-0.2%,-0.6,-6%,2%,-10%,0%,i,16%,-1%
CCC(C)N1C(=O)CCC1C(=O)N1CCN(c2ccccc2F)CC1 (stereo not given),-1.3%,-3.5,6%,-2%,.,-2%,.,10%,-3%
O=C(O)CNC(=O)CC1S/C(=N/N=C/c2ccccc2O)NC1=O (stereo not given),0.3%,0.3,6%,10%,-12%,1%[57.1 µM],i,5%,2%

# Ordered by number of heavy atoms (descending): part of the list above
SMILES,Nrf2 ARE act,CCT chaperon mod,A549 viability,TGFb SMAD3 inh,Nrf2 block,EPAC2 antag,pAkt inh,EPAC2 agonist,MmCpn inh
CC1(C)S[C@@H]2[C@H](NC(=O)C(NC(=O)N3CCNC3=O)c3ccccc3)C(=O)N2[C@H]1C(=O)O (stereo not given in full),-0.2%,-0.6,-6%,2%,-10%,0%,i,16%,-1%
COC(=O)C1=CN(c2cc(C)cc(C)c2)C=C(C(=O)OC)C1c1ccc(OC)c(O)c1,4.5%,-1.9,-6%,?,-23%,?,i,2%,1%
O=C(c1ccc(F)cc1)N1CCN(c2ccc([N+](=O)[O-])c(N3CCCCC3)c2)CC1,-0.8%,-3.2,-2%,?,8%,-1%,i,15%,1%
Cc1cc(NS(=O)(=O)c2ccc(NC(=O)c3ccc([N+](=O)[O-])c(Cl)c3)cc2)no1,?,-8.7,6%,-28%,6%,-7%,i,9%,-5%
CCOC(=O)c1nn(-c2ccccc2)c2nnc(Cc3ccccc3)c(=O)n12,0.1%,-0.8,2%,18%,11%,-20%,i,10%,-1%
CCOC(=O)C1(C(=O)OCC)C(C(=O)c2ccccc2)C1c1ccccc1 (stereo not given),5.3%,-2.0,0%,-16%,5%,?,i,12%,.
CCc1cc2cc3c(cc2nc1SCC(=O)Nc1cc(C)on1)OCO3,-0.3%,-0.8,-3%,-2%,-9%,-1%,i,-16%,-16%
CC1CCCC(NC(=O)COC(=O)c2ccc3ncsc3c2)C1C (stereo not given),-0.5%,1.6,2%,-13%,?,4%,i,-5%,1%
Cc1cc(C(=O)Nc2ccc(F)cc2C)n(-c2ccccc2)n1,-0.2%,-1.4,19%,22%,?,-10%,i,4%,-2%
CCCCNC(=O)C1CCCN1C(=O)NC1CCCCC1 (stereo not given),0.1%,-1.5,14%,-7%,6%,0%,i,-4%,1%
CCOC(=O)c1c(NC(C)=O)sc2c(O)cccc12,0.2%,-0.6,-8%,2%,-19%,11%,.,-2%,-4%
O=[N+]([O-])c1ccc(-c2csc3[n+]2CCS3)cc1,0.6%,-1.0,-17%,-5%,?,1%[57.1 µM],i,8%,-1%
Cc1ccc(N2C(=O)CC(C)CC2=O)cc1,0.1%,-3.0,0%,12%,0%,-1%,i,8%,1%

# More results:
SMILES,Nrf2 ARE act,CCT chaperon mod,A549 viability,TGFb SMAD3 inh,Nrf2 block,EPAC2 antag,pAkt inh,EPAC2 agonist,MmCpn inh
CC(C)c1ccc(NC(=O)CSc2nc(=O)n(CCCN3CCOCC3)c3c2CCC3)cc1,6.3%,-4.7,0%,0%,-10%,-6%,i,6%,1%
Cc1ccccc1C(=O)N1CCN(c2ccc([N+](=O)[O-])c(N3CCOCC3)c2)CC1,0.0%,0.8,-10%,3%,1%,-6%,i,-4%,0%
CCOc1ccccc1-c1nnc(SCc2ccc(Cl)cc2)o1,?,.,14%,?,1%,.,.,.,.
CN(c1cccc(NC(=O)COc2ccc(Cl)cc2Cl)c1)S(C)(=O)=O,0.6%,-2.4,-18%,-30%,-26%,-6%,i,9%,1%
CC(Oc1ccccc1)C(=O)Nc1nnc(S(=O)(=O)N2CCCCC2)s1 (stereo not given),0.0%,-1.6,-8%,3%,-16%,0%,i,1%,-1%
O=C(N/N=C/c1ccc([N+](=O)[O-])o1)c1cn2ccc3ccccc3c2n1,7.8%,-0.7,7%,16%,-27%,16%,i,20%,3%
COC1OC2COC(c3ccccc3)OC2C(O)C1NC(C)=O (stereo not given),-0.6%,-1.7,10%,6%,-8%,-3%,i,0%,.
CC(C)N(C(=O)Nc1ccc2nsnc2c1)C(C)C,15%,-0.6,?,?,?,?,i,?,-20%
O=C(CN(Cc1ccc(F)cc1)C(=O)c1ccco1)NCc1ccc(F)cc1,-0.2%,-1.1,-4%,-5%,4%,-1%,i,3%,0%
O=C(COc1ccc(S(=O)(=O)N2CCCC2)cc1[N+](=O)[O-])N1CCCCC1,0.3%,2.0,.,-12%,.,3%,i,5%,.
N#C/C(=C\c1c(F)cccc1Cl)C(=O)NC1CC1,30%,0.5,-4%,-12%,0%,-3%,i,0%,-2%
CCOC(=O)N1CCN(C(=O)/C=C/c2ccc([N+](=O)[O-])cc2)CC1,-1.7%,0.8,?,-2%,8%,-6%[57.1 µM],i,17%,1%
COc1ccc(C(=O)Nc2cccnc2)cc1C(=O)Nc1cccnc1,3.5%,-3.6,5%,2%,-20%,7%,i,7%,-1%

# A different layout for part of the listing above.
SMILES | Nrf2 ARE act | CCT chaperon mod | A549 viability | TGFb SMAD3 inh | Nrf2 block | EPAC2 antag | pAkt inh | EPAC2 agonist | MmCpn inh
CC(C)c1ccc(NC(=O)CSc2nc(=O)n(CCCN3CCOCC3)c3c2CCC3)cc1 | 6.3% | -4.7 | 0% | 0% | -10% | -6% | i | 6% | 1%
Cc1ccccc1C(=O)N1CCN(c2ccc([N+](=O)[O-])c(N3CCOCC3)c2)CC1 | 0.0% | 0.8 | -10% | 3% | 1% | -6% | i | -4% | 0%
